From PubChem BioAssay
Rab7 wt modul = modulators of GTP binding to Rab7, primary screen, biochemical, wildtype, multiplex bead flow cytometry; Rab7 GTPase wild type (dog), Bodipy-FL-GTP binding; GST-Rab7 beads, fluorescent GTP binding; actives lie on both sides; untreated = 100%, excess cold GTP = 0%; GTP binding activity (percent of control), % at 10 µM; 190,000 compounds, 0.055% hits; AID 758, 2007;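 active = fluorescent GTP binding to Rab7 beads changed by at least 20 points from the 100% baseline, either direction, mostly lower; inconclusive = compound itself probably fluorescent, or too few beads counted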;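 note: median green fluorescence of bound Bodipy-FL-GTP per Rab7 bead population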
Rac1 act GTP bind = GTP binding modulators of activated mutant Rac1, primary screen, biochemical, bead-based flow cytometry, multiplex, fluorescent GTP; Ras-related C3 botulinum toxin substrate 1 (Homo sapiens), P63000; GST-Rac1 activated beads; actives lie on both sides; 100% means binding = to untreated wells; percent activity (GTP binding), % at 10 µM; 190,000 compounds, 0.11% hits;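 active = GTP binding at least 20 percentage points away from the 100% baseline, in either direction, so actives lie on both sides; inconclusive = Compound likely fluorescent itself, or too few beads counted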
Bim-Bfl-1 = inhibitors of Bim binding to Bfl-1, primary screen, biochemical, multiplexed, bead-based flow cytometry; Bcl-2-related protein A1 (Homo sapiens), Q16548; Bim-Bfl-1 binding inhibition; inhibition, % at 10 µM; 190,000 compounds, 0.12% hits; AID 1008, 2008;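 note: 0% = wells without compound plus tracer and 100% = blocker peptide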
Bcl-W Bim block = inhibitors of Bim binding to Bcl-W, primary screen, biochemical, multiplexed, bead-based flow cytometry; Bcl-2-like protein 2 (Homo sapiens), Q92843; Bim peptide-Bcl-W binding; inhibition, % at 10 µM; AID 952, 2007; 190,000 compounds, 0.02% hits;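 note: 0% = bound tracer without compound and 100% = peptide blocker; higher means less fluorescent Bim peptide bound to Bcl-W beads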
Bcl-XL Bim block = inhibitors of Bim-Bcl-XL binding, primary screen, biochemical, multiplexed, bead flow cytometry, human Bcl-XL; Bcl-2-like protein 1 (Homo sapiens), Q07817; Bim peptide-Bcl-XL binding, fluorescence; inhibition, % at 10 µM; 190,000 compounds, 0.04% hits
Target sequence (Q07817 whole entry, looked up): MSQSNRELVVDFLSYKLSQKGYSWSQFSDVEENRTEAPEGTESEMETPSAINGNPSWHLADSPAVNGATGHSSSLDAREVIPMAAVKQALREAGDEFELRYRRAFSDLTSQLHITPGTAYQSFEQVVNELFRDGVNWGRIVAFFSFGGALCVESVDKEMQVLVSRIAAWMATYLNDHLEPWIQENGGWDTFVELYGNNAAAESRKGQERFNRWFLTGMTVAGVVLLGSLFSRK
Rac1 wt GTP bind = wildtype Rac1 GTP binding modulators, primary screen, biochemical, GST-Rac1 beads, flow cytometry, multiplex; 190,000 compounds, 0.27% hits; AID 757, 2007; GTP binding activity (% of control), % at 10 µM; Ras-related C3 botulinum toxin substrate 1 (Homo sapiens), P63000; fluorescent GTP binding; actives lie on both sides; 0 = cold GTP competed, 100 = untreated;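 active = GTP binding activity at least 20 points away from the 100% control level, either lower or higher; inconclusive = compound flagged as likely green fluorescent, judged across all proteins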
HRas wt GTP = modulators of GTP binding to HRas wildtype, primary screen, biochemical, bead-based flow cytometry, multiplex. GST-Ras wt beads, Bodipy-FL-GTP binding; actives lie on both sides. 190,000 compounds, 0.14% hits. GTP binding activity, % at 10 µM. GTPase HRas (Homo sapiens), P01112;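 active = GTP binding activity at least 20% away from the 100% baseline, either lowered as inhibitor or raised as activator; inconclusive = flagged as likely green fluorescent, judged across all proteins in the well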;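 note: 0% = unlabeled GTP competition control and 100% = no-compound control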
Target sequence (P01112 whole entry, looked up): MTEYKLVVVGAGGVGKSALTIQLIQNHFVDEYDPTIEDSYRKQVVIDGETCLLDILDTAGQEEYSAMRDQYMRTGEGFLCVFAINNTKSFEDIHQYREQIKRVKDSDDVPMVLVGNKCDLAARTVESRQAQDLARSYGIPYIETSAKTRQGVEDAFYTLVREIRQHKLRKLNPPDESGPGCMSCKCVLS
Bcl-2 Bim block = inhibitors of Bim-Bcl-2 binding, primary screen, biochemical, multiplexed, human Bcl-2 family. Apoptosis regulator Bcl-2 (Homo sapiens), P10415. Bead-based flow cytometry, Bim peptide-Bcl-2 binding. inhibition, % at 10 µM. 190,000 compounds, 0.06% hits. AID 950, 2007; in the data active = inhibition above about 40%; inconclusive = no clear call, values can overlap the other calls;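 note: 0% = no compound wells with probe peptide and 100% = reference peptide inhibitor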
Target sequence (P10415 whole entry, looked up): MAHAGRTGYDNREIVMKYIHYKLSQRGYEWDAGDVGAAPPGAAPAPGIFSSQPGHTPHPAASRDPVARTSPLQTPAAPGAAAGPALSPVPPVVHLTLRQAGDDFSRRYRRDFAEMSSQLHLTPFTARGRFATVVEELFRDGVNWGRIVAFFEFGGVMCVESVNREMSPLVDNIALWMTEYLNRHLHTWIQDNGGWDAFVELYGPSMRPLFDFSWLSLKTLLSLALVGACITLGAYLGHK
Cdc42 wt = modulators of GTP binding to wildtype Cdc42, primary screen, biochemical, multiplex bead flow cytometry, Bodipy-GTP; 190,000 compounds, 0.2% hits; percent activity (GTP binding), % at 10 µM; Cell division control protein 42 homolog (Homo sapiens), P60953; GST-Cdc42 beads; actives lie on both sides;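 active = percent activity GTP binding at least 20 points away from the 100% baseline, either down as inhibitor or up as activator; inconclusive = compound flagged as likely green fluorescent from well-wide comparison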;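 note: median bead fluorescence of bound Bodipy-FL-GTP at 100 nM; 0% = excess unlabeled GTP control and 100% = no compound control; below 100% means less GTP binding so inhibitor and above means activator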
Bcl-B Bim block = inhibitors of Bim-Bcl-B binding, primary screen, biochemical, multiplexed, human Bcl-2 family. inhibition, % at 10 µM. bead-based flow cytometry, Bim peptide-Bcl-B binding. 190,000 compounds, 0.073% hits. Bcl-2-like protein 10 (Homo sapiens), Q9HD36;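 note: 0% = tracer peptide without compound and 100% = reference inhibitor peptide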
Target sequence (Q9HD36 whole entry, looked up): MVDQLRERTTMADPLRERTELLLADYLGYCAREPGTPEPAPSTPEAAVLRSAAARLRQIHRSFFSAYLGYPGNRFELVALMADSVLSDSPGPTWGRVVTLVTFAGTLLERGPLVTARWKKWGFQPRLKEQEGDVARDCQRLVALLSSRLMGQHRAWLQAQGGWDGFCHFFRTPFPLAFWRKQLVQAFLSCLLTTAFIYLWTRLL
Rab2 wt GTP = modulators of GTP binding to Rab2A wildtype, primary screen, biochemical, dog, bead-based flow cytometry, multiplex. GST-Rab2 wt beads, Bodipy-GTP binding. GTP binding activity, % at 10 µM. 190,000 compounds, 0.19% hits. AID 760, 2007;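 active = GTP binding activity at least 20 points away from 100%, either lowered or raised; inconclusive = signal likely due to the compound's own green fluorescence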;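 note: 0% = beads with excess unlabeled GTP and 100% = no-compound control corrected for plate trend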
An asterisk follows results filed as active; ? = inconclusive; . = not tested or not shown. Cut-off read from the data, not from the text of the source, unless noted: active = inhibition above about 40%.

no.	canonical_smiles	Rab7 wt modul	Rac1 act GTP bind	Bim-Bfl-1	Bcl-W Bim block	Bcl-XL Bim block	Rac1 wt GTP bind	HRas wt GTP	Bcl-2 Bim block	Cdc42 wt	Bcl-B Bim block	Rab2 wt GTP
1	O=C(c1cc(=O)c2ccccc2o1)N1CCN(c2ccccc2F)CC1	108	97	58*	58*	37	103	101	66*	98	52*	103
2	O=[N+]([O-])c1cccc(-c2nc(-c3ccccc3)c(-c3cccs3)[nH]2)c1	103	99	0	2	1	101	102	0	104	1	101
3	Cc1cc(C)cc(C(=O)NN2CCN(C)CC2)c1	105	99	-4	2	1	104	102	0	100	0	99
4	Cc1c(C#N)c(N=CN(C)C)c(C(=O)c2ccccc2)n1-c1ccc(Br)cc1	94	93	-3	-4	-1	90	95	-5	94	-1	94
5	COc1ccc(S(=O)(=O)N(CC(=O)O)c2ccccn2)cc1	100	98	-13	-3	-12	107	101	-9	102	-10	100
6	COc1ccc(CCN(Cc2nc(-c3ccccc3)no2)Cc2nc(-c3ccccc3)no2)cc1OC	100	96	-6	-1	-2	100	101	-2	100	0	98
7	COc1ccc(Cl)cc1NC(=O)/C=C\C(=O)O	110	100	-2	-2	-2	107	109	-3	108	0	108
8	CCn1cc(Br)c(C(=O)Nc2ccc(C(=O)OC(C)C)cc2)n1	96	98	1	2	3	100	101	1	100	0	101

(listing goes on)
no.	canonical_smiles	Rab7 wt modul	Rac1 act GTP bind	Bim-Bfl-1	Bcl-W Bim block	Bcl-XL Bim block	Rac1 wt GTP bind	HRas wt GTP	Bcl-2 Bim block	Cdc42 wt	Bcl-B Bim block	Rab2 wt GTP
9	Cc1cc(Cl)ccc1OCC(=O)NC1CCCC1	103	99	16	1	0	104	105	-2	103	-7	106
10	O=C(c1ccc(C#CC2(O)CCCCC2)cc1)N1CCOCC1	101	103	-2	-1	-3	109	105	-2	110	-2	103
11	O=C(CSCc1ccc(Cl)cc1)Nc1nccs1	103	96	0	-3	-3	98	101	0	101	-2	99
12	O=C(NCCc1ccc(Cl)cc1)Nc1cccc(Cl)c1	96	95	-8	0	-2	90	99	-6	99	-10	98
13	Cc1ccc(C)c(NC(=S)NNC(=O)c2csc(C)c2)c1	102	99	-1	-2	-8	103	99	-2	102	-12	101
14	CC(C)(C)[C@@H]1C=C(C(=O)N2CCOCC2)O[C@H](OCc2ccc(CO)cc2)C1	96	95	-6	0	0	96	94	-4	95	-8	96
15	Cn1c(CCCNC(=O)c2ccccc2)nc2ccccc21	102	102	-11	0	-5	102	103	-8	105	-6	103
16	CC(C(=O)OCC(=O)c1c(N)n(C)c(=O)n(C)c1=O)N1C(=O)c2ccccc2C1=O (stereo not given)	99	100	-2	-3	-4	104	99	-7	103	-9	99

(cont.)
no.	canonical_smiles	Rab7 wt modul	Rac1 act GTP bind	Bim-Bfl-1	Bcl-W Bim block	Bcl-XL Bim block	Rac1 wt GTP bind	HRas wt GTP	Bcl-2 Bim block	Cdc42 wt	Bcl-B Bim block	Rab2 wt GTP
17	CCOC(=O)C1CCCN(C(=S)Nc2ccc(Nc3ccccc3)cc2)C1 (stereo not given)	103	93	5	-3	-7	101	100	-2	99	-37	102
18	O=C(Nc1ccccc1)N1CCCC2CCCCC21 (stereo not given)	101	99	-8	3	3	102	97	-5	100	-4	101
19	Cc1occc(=O)c1OCc1ccccc1	101	97	-2	0	1	99	100	-2	96	1	99
20	COCc1cc(C)nc2sc(C(=O)N3CCN(c4ccccc4)CC3)c(N)c12	97	102	-4	0	-5	103	100	-4	103	-11	99
21	O=C1C(NS(=O)(=O)c2cccs2)=C(N2CCN(c3ccccc3)CC2)C(=O)c2ccccc21	96	95	2	3	-7	97	95	-1	94	1	94
22	CCOC(=O)c1nn(-c2cccc(Cl)c2)c2nc(CC(C)C)c(C#N)c(=O)n12	95	95	-2	-4	-16	100	96	.	96	-13	97
23	COCC(C)n1c(SCc2cc(=O)n3cc(C)ccc3n2)nc2ccccc2c1=O (stereo not given)	?	?	-2	-13	-14	?	?	-2	?	-2	?
24	Nc1nn(S(=O)(=O)c2cccc3nsnc23)cc1-c1ccc(Br)cc1	93	97	-13	6	0	96	95	-2	98	-2	94

Continuation:
no.	canonical_smiles	Rab7 wt modul	Rac1 act GTP bind	Bim-Bfl-1	Bcl-W Bim block	Bcl-XL Bim block	Rac1 wt GTP bind	HRas wt GTP	Bcl-2 Bim block	Cdc42 wt	Bcl-B Bim block	Rab2 wt GTP
25	O=C(NC1CCCC1)c1nc2c(nnn2Cc2ccccc2Cl)c(=O)[nH]1	105	95	-13	3	-6	104	103	-6	100	-6	100
26	CCOC(=O)CN1C(=O)COc2ccc(Cl)cc21	103	100	-14	-3	-6	107	101	0	103	-6	102
27	CCOc1cc(/C=N\O)cc(Cl)c1OCC	104	98	1	1	0	102	103	4	101	-1	101
28	COc1cccc(-c2csc(N3CCN(S(=O)(=O)c4ccc(F)cc4)CC3)n2)c1	106	102	-14	-3	-6	113	107	-17	106	-16	106
29	CCSC(=S)Nc1c(C)n(C)n(-c2ccccc2)c1=O	95	97	-5	-4	-2	96	98	-4	101	-4	97
30	CC(C)Sc1nc2sc(-c3ccccc3)cc2c(=O)n1N	109	102	1	-1	-3	107	107	1	108	-3	107
31	Cc1ccc(COC(=O)c2ccc3c(c2)C(=O)N(CCCN2CCOCC2)C3=O)cc1	?	?	2	0	0	?	?	-2	?	3	?
32	COc1cc2[nH]c(=S)nc(NCCCOC(C)C)c2cc1OC	?	?	-5	11	19	?	?	0	?	13	?

(more compounds)
no.	canonical_smiles	Rab7 wt modul	Rac1 act GTP bind	Bim-Bfl-1	Bcl-W Bim block	Bcl-XL Bim block	Rac1 wt GTP bind	HRas wt GTP	Bcl-2 Bim block	Cdc42 wt	Bcl-B Bim block	Rab2 wt GTP
33	O=C1CSC(c2c(F)cccc2Cl)N1c1cccc(F)c1 (stereo not given)	96	97	1	0	0	98	99	-5	98	-1	100
34	O=C(c1cc(COc2ccc(F)cc2Cl)on1)N1CCC(c2ccncc2)CC1	96	93	-5	0	0	97	95	-3	93	-2	93
35	O=S(=O)(c1ccc(-c2csc(Nc3ccc(Br)cc3)n2)cc1)N1CCCC1	101	100	2	-4	-6	103	99	-2	99	-9	100
36	CCOC(=O)Cc1csc(NC(=O)c2cccnc2)n1	95	94	-2	-4	-3	98	97	0	100	-2	97
37	Cc1cc2oc(=O)cc(CSc3nnc(C)n3N)c2cc1C(C)C	102	98	-14	-1	-6	102	100	-5	102	-8	98
38	COc1ccc(OC)c2sc(NNC(=O)COc3ccccc3)nc12	103	96	3	4	1	98	99	1	97	-2	99
39	C(=N\N1CCOCC1)/c1cccs1	98	101	1	-2	-3	105	101	0	99	-2	100
40	CCOc1ccc2ncc(S(=O)(=O)c3ccc(C)cc3)c(N3CCC4(CC3)OCCO4)c2c1	101	101	-5	-5	-5	104	100	-3	101	-7	100

Further results.
no.	canonical_smiles	Rab7 wt modul	Rac1 act GTP bind	Bim-Bfl-1	Bcl-W Bim block	Bcl-XL Bim block	Rac1 wt GTP bind	HRas wt GTP	Bcl-2 Bim block	Cdc42 wt	Bcl-B Bim block	Rab2 wt GTP
41	O=C(Nc1ccc(F)c(F)c1)c1ccc(F)c(S(=O)(=O)N2CCOCC2)c1	100	101	1	3	2	107	102	-7	105	-2	102
42	CCOC(=O)c1c(NC(=O)CCCC(=O)O)sc2c1CCC2	105	96	-6	0	-4	99	99	-3	100	-2	99
43	NC(=O)c1ccccc1-c1nc(-c2ccccc2)no1	99	99	-13	0	-6	103	100	-9	101	-5	100
44	COc1ccc(/C=C/C(=O)OCC(=O)NCc2ccco2)c(OC)c1	93	92	-3	-2	0	92	93	0	95	-1	96
45	Clc1ccc(OCCN2CCCCC2)cc1Cl	105	102	-1	-6	-5	103	103	-2	104	-6	104
46	c1ccc(-c2csc(N3CCOCC3)n2)cc1	?	?	-15	-3	3	?	?	-9	?	-10	?
47	O=C1CN(C(=O)COC(=O)C2CC(=O)N(Cc3ccco3)C2)c2ccccc2N1 (stereo not given)	97	98	-8	-4	0	108	100	-12	104	-11	99
48	Nc1nnc(/C=C/c2ccccc2)s1	105	96	-4	0	0	100	99	-1	96	-4	99

Next results follow.
no.	canonical_smiles	Rab7 wt modul	Rac1 act GTP bind	Bim-Bfl-1	Bcl-W Bim block	Bcl-XL Bim block	Rac1 wt GTP bind	HRas wt GTP	Bcl-2 Bim block	Cdc42 wt	Bcl-B Bim block	Rab2 wt GTP
49	O=C(NCCCn1ccnc1)C1CC(c2cccc(Br)c2)=NO1 (stereo not given)	98	100	-10	1	-4	101	98	-9	101	-7	101
50	N#CC(C(=O)Nc1ccccc1)=C1CCCCC1	102	97	-10	-1	-3	98	98	-10	98	-3	98
51	Cc1ccc(S(=O)(=O)N2CCOCC2)cc1NC(=O)COC(=O)c1cc(=O)[nH]c2ccccc12	101	96	-3	2	-1	97	97	-3	95	0	97
52	CN(C)c1ccc(N=Nc2ccccc2C(=O)OCC(=O)N(C)c2ccccc2)cc1	101	101	-8	-1	-3	102	99	-5	99	-3	97
53	Cc1cc(C)c2[nH]c(=O)c(CN(CC3CCCO3)S(=O)(=O)c3ccc4c(c3)OCCO4)cc2c1 (stereo not given)	96	99	0	-3	-4	96	97	0	96	-2	98
54	O=C(c1ccc2ncsc2c1)N1CCN(c2ccccc2Cl)CC1	102	92	-2	-1	-5	92	94	-3	98	0	95
55	CCCC1=C(C(=O)OCC)C(c2ccc(F)cc2)n2ncnc2N1 (stereo not given)	94	93	-9	-2	-1	92	95	-13	96	-5	95

No enrichment for hits (roughly 0.62% active in at least one column).
